# Screening results as filed in PubChem BioAssay.
# POLB inh = qHTS Assay for Inhibitors of DNA Polymerase Beta | Potency, µM (top dose mostly 114 µM), inactives show at the highest dose activity change, negative = inhibition, actives largely listed as inhibitors | Pol beta primer extension/strand displacement, fluorescence kinetic | P06746 | 340,000 tested, 1.3% active; further: potency means the concentration at half of the fitted maximal effect; on the % scale 0 is the no-effect control and ±100 the full control effect
#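 Human Pol beta at 10 nM; strand-displacement substrate 50 nM final. Compound exposure 15 min at room temperature before start, reaction 10 min at room temperature.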
# RGS4 inh = Inhibitors of Regulator of G Protein Signaling (RGS) 4: qHTS; Regulator of G-protein signaling 4 (Homo sapiens), P49798; Transcreener GDP fluorescence polarization, RGS4-accelerated GTP hydrolysis; 390,000 tested, 0.039% active; Potency, µM (series often up to 114 µM), for inactives: at the top dose activity change, negative = inhibition, usual class: inhibitors; AID 504845, 2011; further: potency means the concentration at half of the fitted maximal effect; on the % scale 0 is the no-effect control and ±100 the full control effect; nearly all actives have a fitted effect of over 75% in size; some results filed as inactive show a strong effect at the top dose
# Target sequence (P49798 whole entry, looked up): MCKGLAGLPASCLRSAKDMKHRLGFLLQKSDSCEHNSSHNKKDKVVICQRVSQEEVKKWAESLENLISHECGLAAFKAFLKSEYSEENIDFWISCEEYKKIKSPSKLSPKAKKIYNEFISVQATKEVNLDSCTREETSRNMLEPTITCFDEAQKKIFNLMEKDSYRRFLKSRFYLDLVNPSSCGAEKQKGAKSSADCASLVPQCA
#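 MLSMR compounds (23 nl, pin-transferred) preincubated 10 min at room temperature with a 500nM (2x) first reagent, then RGS4 at 900nM (2x) plus Transcreener GDP mix added; fluorescence polarization (620/688 nm) read before and after 90 min at 30 °C.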
# POLH inh = qHTS for Inhibitors of Polymerase Eta; 390,000 tested, 1.2% active; recombinant Pol eta, fluorescent DNA replication assay; DNA polymerase eta (Homo sapiens), Q9Y253; Potency, µM (doses to about 114 µM), without a hit: top-dose activity change, negative = inhibition, actives largely listed as inhibitors; further: potency means the concentration at half of the fitted maximal effect; on the % scale 0 is the no-effect control and ±100 the full control effect
#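 Fluorescent replication assay: 50 nM final substrate added after a 15 min room-temperature compound preincubation with 10 nM enzyme. Signal taken at 0 min and again at 10 min.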
# APEX1 inh = qHTS Assay for Inhibitors of the Human Apurinic/apyrimidinic Endonuclease 1 (APE1); DNA repair nuclease/redox regulator APEX1 (Homo sapiens), P27695; recombinant APE1, TAMRA/BHQ-2 abasic DNA cleavage fluorescence; Potency, µM (top dose mostly 65.8 µM), for the others: at the highest dose activity change, negative = inhibition, actives largely listed as inhibitors; 350,000 tested, 0.35% active; AID 2517, 2012;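 further: potency means the concentration at half of the fitted maximal effect; plate controls were vehicle for no effect and reference inhibitor for full effect; nearly all actives have a fitted effect of over 55% in size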
#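 Step 1: APE1 (0.75 nM) with compound, 15 min RT. Step 2: add 50 nM fluorophore/quencher THF duplex. Step 3: three fluorescence reads 60 s apart (525/598 nm); read 3 minus read 1 = reaction progress.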
# POLK inh = qHTS for Inhibitors of Polymerase Kappa; purified Pol kappa, fluorescent DNA synthesis assay, 10 min; 400,000 tested, 0.53% active; DNA polymerase kappa (Homo sapiens), Q9UBT6; Potency, µM (top dose mostly 107 µM), for the others: at the top dose activity, negative = inhibition, usual class: inhibitors; further: potency means the concentration at half of the fitted maximal effect; on the % scale 0 is the no-effect control and ±100 the full control effect
#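 50 nM final substrate added after 15 min RT preincubation of 10 nM Pol kappa with compound; fluorescence read at 0 and 10 min.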
# LDHA block = qHTS assay for inhibitors of human lactate dehydrogenase; L-lactate dehydrogenase A chain (Homo sapiens), P00338; purified LDHA, NADH/diaphorase-resazurin fluorescence; hits give low values; activity change, % (values are at about 110 or 230 µM); 480,000 tested, 0.15% active; AID 1347041, 2019; in the data active means activity change below about -30%; inconclusive means mostly about -25% to -30%;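 further: plate controls were DMSO wells for no effect and wells without enzyme for full effect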
#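 Human LDH5 at 2 nM final in Tris HCl pH 7.4 with 0.06 mM NADH and 0.2 mM pyruvate, reacted 5 minutes at room temperature. Remaining NADH coupled via diaphorase/resazurin; resorufin fluorescence read at 0 and 20 minutes, normalized to enzyme-free and DMSO wells.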
# Apoferritin bind = qHTS Assay for Identification of Novel General Anesthetics. Ferritin light chain (Equus caballus), P02791. apoferritin/1-aminoanthracene competitive binding, fluorescence. Potency, µM (series often up to 77.5 µM), without a hit: top-dose activity change, negative = displacement, usual class: inhibitors. 350,000 tested, 0.074% active. AID 485281, 2010; further: potency means the concentration at half of the fitted maximal effect; on the % scale 0 is the no-effect control and ±100 the full control effect; nearly all actives have a fitted effect of over 20% in size
# Target sequence (P02791 2-175 limits assumed): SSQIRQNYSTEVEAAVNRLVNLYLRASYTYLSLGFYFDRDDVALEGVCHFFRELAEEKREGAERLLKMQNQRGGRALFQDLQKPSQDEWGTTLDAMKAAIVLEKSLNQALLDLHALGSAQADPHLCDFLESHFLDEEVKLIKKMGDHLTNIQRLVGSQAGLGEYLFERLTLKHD
#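 Steps: apoferritin (10 uM) was premixed with half-saturated 1-AMA in PBS, compounds were pin-transferred, plates stood 10 min at room temperature, fluorescence was read at 380/535 nm, and curves were fitted with a Hill equation.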
# ERG Ets-DNA blk = qHTS for Small Molecule Inhibitors of the ERG Ets/DNA interaction | Potency, µM (titrated, usually from 76.9 µM), inactives show at the highest dose FP activity, negative = inhibition, actives largely listed as inhibitors | 370,000 tested, 0.028% active | fluorescence polarization, His-ERG Ets domain / labelled DNA | AID 624246, 2012 | Transcriptional regulator ERG (Homo sapiens), P11308; active means well fitted inhibition curve with a large enough effect in the polarisation, with a control signal flat; inconclusive means small, poorly fitted or top-dose-only effect, or effect the other way, or a change in a side signal; inactive means no such curve, though single readings can be large or run the other way; the % refers to the polarisation;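 further: polarization taken with two DNA probes labelled with fluorescein and Texas red; potency means the concentration at half of the fitted maximal effect; % of control where 0% means no effect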
# Target sequence (P11308 whole entry, looked up, the tested form may be a part): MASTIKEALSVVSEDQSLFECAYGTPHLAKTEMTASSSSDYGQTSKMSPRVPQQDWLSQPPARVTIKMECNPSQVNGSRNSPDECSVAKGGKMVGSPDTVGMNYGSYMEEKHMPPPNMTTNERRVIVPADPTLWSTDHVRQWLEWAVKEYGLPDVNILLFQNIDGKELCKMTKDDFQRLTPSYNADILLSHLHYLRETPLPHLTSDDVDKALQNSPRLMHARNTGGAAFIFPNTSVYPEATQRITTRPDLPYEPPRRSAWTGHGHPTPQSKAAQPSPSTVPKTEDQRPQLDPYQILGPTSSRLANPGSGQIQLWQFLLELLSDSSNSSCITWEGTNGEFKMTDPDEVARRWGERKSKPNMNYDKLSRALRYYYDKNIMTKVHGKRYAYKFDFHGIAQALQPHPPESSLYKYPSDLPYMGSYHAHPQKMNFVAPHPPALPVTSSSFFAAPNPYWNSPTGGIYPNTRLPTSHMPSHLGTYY
#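 His-tagged ERG Ets domain (1 uM in the protein solution; 300mM KCl, 50mM Tris-HCl, 1mM EDTA, 1mM DTT, pH 7.5) received compound, then a probe mix of 5 nM fluorescein-DNA and 100nM Texas-615-DNA. Fluorescence polarization was read for both dyes.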
# ALOX12 inh = Primary qHTS assay for inhibitors of human arachidonate 12S-lipoxygenase (ALOX12): Round 2. Polyunsaturated fatty acid lipoxygenase ALOX12 (Homo sapiens), P18054. purified 12hLO, xylenol orange hydroperoxide absorbance. Potency, µM (top dose mostly 108 µM), for the others: at the highest dose activity change, negative = inhibition, most hits filed as inhibitors. 580,000 tested, 1.1% active. AID 1671190, 2021; further: potency means the concentration at half of the fitted maximal effect; on the % scale 0 is the no-effect control and ±100 the full control effect
#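 Purified human 12hLO (150 nM final) in 25 mM Hepes, 0.01% Triton X-100, pH 7.0 was preincubated 15 min at room temperature with compound. Then 40 uM arachidonic acid was added, 30 min. Hydroperoxide was read by Fe-XO absorbance ratio 573/405 nm.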
# * = called active by the depositor; ? = inconclusive; · = no result given; & = joins results of further samples; ! = repeats disagree; [ ] = another dose, or the depositor's remark. Unless noted, the call rests on the fitted dose curve; in most records, active means well fitted curve in the direction sought with a large enough effect; inconclusive means small, poorly fitted or top-dose-only effect, or another doubt; inactive means no such curve, though single readings can be large; an effect the other way counts as inactive or inconclusive. The list is partial. The share of hits here may be higher or lower than overall.
Compound | POLK inh | ALOX12 inh | POLB inh | Apoferritin bind | POLH inh | APEX1 inh | ERG Ets-DNA blk | RGS4 inh | LDHA block
Cc1ccc2c(c1)CCCN2C(=O)c1cc2ccccc2oc1=O | -4% | -30%&13% | 1% | -19% | 1% | 4% | -14% | 17% | 0&-9
COc1ccc(/C=C/C(=O)C23CC4CC(CC(C4)C2)C3)cc1CN1CCOCC1 | -8% | -18% | ? | ? | -6% | 4% | 4% | -2% | -9
CC(=O)c1cccc(NC(=O)CN(c2ccc(F)cc2)S(C)(=O)=O)c1 | -14% | 214%[activator] | 18% | -7% | -11% | -9% | -11% | 21% | -5
COc1ccc(Br)cc1C(=O)Nc1cccc(NC(=O)c2ccco2)c1 | -9% | 0% | 4% | ? | -3% | -2% | 6% | 16% | -8
Cc1cccc(OC(C)C(=O)NC2CCS(=O)(=O)C2)c1C (stereo not given) | 7% | · | 6% | -3% | -7% | -2% | -3% | -12% | 1
CCc1ccc(NC(=O)CCS(=O)(=O)c2cc3c(cc2Cl)NC(=O)CO3)cc1 | 1% | -21% | -17% | 0% | -8% | · | 1% | -4% | -1
COC(=O)[C@H](C)N(Cc1ccc(Cl)c(Cl)c1)S(=O)(=O)CCN1CCCC1 | -4% | ? | · | · | -8% | 9% | 6% | 6% | 0
O=C(COC(=O)c1cc([N+](=O)[O-])ccc1N1CCOCC1)c1ccc(OC(F)F)cc1OC(F)F | -8% | -29% | · | · | -6% | -17% | 22% | -9% | -1
CC(C)Oc1ccc(C(=O)Nc2ccc(-c3nc4ccccc4s3)cc2)cc1 | -6% | -1% | -24% | 10% | -17% | · | -3% | -12% | -2
O=C(O)[C@@H]1C[C@H](C(=O)O)N1 | ? | · | 16%[57.1 µM] | 1% | -2%[57.1 µM] | 9%&-12% | · | ? | ·
COc1ccc(CCc2nnc(CCC(=O)N(C)Cc3ccncc3C)o2)cc1 | -3% | -5% | 0% | -2% | -5% | 3% | -16% | 7% | 0
O=C(Nc1ccc(C(=O)N2CCN(c3ccccc3F)CC2)cc1)C1=CSCCO1 | 4% | -8% | 21% | -10% | -6% | 22% | 4% | 3% | -2
CCCN1CCN(C(=O)CN2C(=O)COc3ccc(S(=O)(=O)N(CC)CC)cc32)CC1 | 12% | 10% | 41% | -10% | -8% | -1% | 5% | -7% | 0
CCCC1OC2C[C@@H]3[C@H]4CCC5=CC(=O)C=C[C@]5(C)[C@H]4C(O)C[C@]3(C)[C@]2(C(=O)CO)O1 (stereo not given in full) | -2% | -36%[57.4 µM] | · | · | · | · | · | 6% | 0
O=C(NCC(c1ccco1)N1CCc2ccccc21)c1cccc(F)c1 (stereo not given) | 2% | ? | · | · | -21% | -2% | 10% | -27% | 6
O/N=C1\CCCCc2ccccc21 | -14%[60.1 µM] | 4% | 25% | ? | -5% | 0% | · | 10% | -11
CCOC(=O)C1=C(CN(CC)Cc2ccccc2)NC(=O)NC1c1ccc(Cl)cc1 (stereo not given) | -8% | 22µM*! | 1% | 36%[activator] | -22% | · | -4% | -4% | 9&6
CN1CC2(C)OC(=O)C(Cl)=C2CC1c1ccccc1 (stereo not given) | 3% | -9% | 10% | 3% | -5% | -1% | -16% | 13% | -3
COc1cccc(=O)c2c(C)n(-c3cc(C)cc(C)c3)c(C)c12 | -3% | -27% | 5% | ? | ? | -6% | -13% | -19% | 0
Cn1nc([N+](=O)[O-])nc1Sc1ccc(C(C)(C)C)cc1 | -15% | 9% | -3% | ? | -13% | -2% | -2% | -8% | 11
CCNc1nc(NCC)nc(Oc2ccc(OCc3ccccc3)nn2)n1 | · | 2% | 11% | -5% | · | 1% | · | · | ·
Cc1ccc(Nc2nc(N)nc(CSC(=S)N3CCOCC3)n2)c(C)c1 | -9% | 4% | 15% | 4% | -5% | 2% | · | -3% | -2
CCOc1ccc(/C(C)=N/N2C(=O)C(CC(=O)Nc3ccc(OC)cc3[N+](=O)[O-])SC2=Nc2cccc(C)c2C)cc1 (stereo not given) | -19% | -11% | 0% | -4% | -12% | 1% | 0% | 7% | 0
CC(C)CCn1c(O)c(N=NC(=O)Cn2ccc(C(F)(F)F)n2)c2ccccc21 | -18% | 10% | 2% | -7% | -18% | 1% | 7% | ? | 3
CCCn1c(N2CCN(CC(=O)NCc3cccs3)CC2)nc2ccccc21 | 7% | ? | 0% | 4% | -11% | 3% | 7% | -29% | 0

# Remaining list, next part:
Compound | POLK inh | ALOX12 inh | POLB inh | Apoferritin bind | POLH inh | APEX1 inh | ERG Ets-DNA blk | RGS4 inh | LDHA block
C[C@@H]1CC=C[C@H]2[C@H]1C(=O)N(Cc1ccccc1)[C@H]2c1ccc(F)c(-c2ccc(N(C)C)cc2)c1 | -16% | 0% | 22% | -11% | -15% | 7% | 3% | -1% | 0
Cc1ccccc1-c1nc(CN(C)C(C)c2ccon2)c(C)o1 (stereo not given) | 3% | 2% | 4% | -7% | -7% | -3% | 8% | ? | -2
CCc1ccccc1NC(=O)Cn1nc(CC)n2c(cc3sccc32)c1=O | 7% | -1% | 6% | -1% | 7% | · | -4% | -7% | -4
COc1ccc(C2=NN(CCC(=O)NCc3cccs3)C(=O)CC2)cc1 | 8% | 19% | 0% | -23% | -15% | -3% | -5% | -16% | -5
CCn1c(=O)n(CC)c2cc(S(=O)(=O)Nc3cc(C)cc(C)c3C#N)ccc21 | 0% | -13% | -3% | -13% | 8% | -3% | -2% | 11% | -2
COc1ccc(-c2nnnn2CCc2ccccc2)cc1 | -6% | 17% | 32% | -12% | 6% | -10% | 6% | 3% | -4
OC(COc1ccc2cc(Br)ccc2c1)CN1CCOCC1 (stereo not given) | -15% | 0% | 2% | 0% | 7% | 0% | -6% | 17% | 0
O=C(O)CC(NCc1ccco1)C(=O)OCCCl (stereo not given) | -6% | 4% | 20% | -5% | -10% | -4% | 8% | -2% | -3
CCNc1nc(NCC)nc(N(n2cnnc2)S(=O)(=O)c2ccc(C)cc2)n1 | -4% | ? | 1% | -5% | -10% | -4% | 7% | -5% | -8
O=C(Nc1ccc(F)cc1)c1cc(Cl)sc1Cl | 3% | -2% | 24% | -14% | -1% | 0% | -14% | 15% | -13
CCC(=O)N1CCc2cc(S(=O)(=O)N(CC)c3cccc(C)c3)ccc21 | 3% | 0% | 22% | -11% | 5% | 2% | -1% | -12% | -4
CCSc1nc2c(c(=O)[nH]1)C(c1ccccn1)C1=C(CC(C)(C)CC1=O)N2 (stereo not given) | -1% | 0% | 15% | 105%[activator] | 1% | -7% | 4% | 17% | -4
COc1ccc(C(O)c2nc3ccccc3n2C(C)C)cc1 (stereo not given) | 8% | 1%&5% | -28% | -1% | 21% | -1% | 8% | -14%[11.4 µM] | 1&-1
C/C(=N\Nc1ccc([N+](=O)[O-])cc1[N+](=O)[O-])C(C)C(C)C (stereo not given) | -8% | -11% | 3% | ? | -2% | -4% | ? | -1% | -4
Cc1noc(C)c1CSCC(=O)Nc1ccc(OC(F)F)c(Cl)c1 | -15% | -16% | · | · | -24% | 5% | -2% | -13% | -5
CN1CCN(CC(=O)Nc2cccc([N+](=O)[O-])c2)CC1 | 5% | 2% | 33% | -4% | -12% | 9% | -9% | 1% | 3
COc1cccc(-c2nc(SCC(=O)NC3CCCC3)c(-c3ccc(F)cc3)[nH]2)c1 | 2% | -6% | -1% | 8% | -13% | · | 2% | 14% | -4
Cc1cc(C)cc(Nc2cc(C)nc3nncn23)c1 | -14% | -16% | 44% | -6% | -16% | · | -1% | 18% | 2
CNS(=O)(=O)c1ccc(NC(=S)Nc2ccc3c(c2)OCO3)cc1 | -3% | ? | 2% | -2% | -8% | 1% | -1% | -15% | 12
CC1(C)CC(=O)C(c2ccccc2)(c2ccccc2)C(=O)C1 | 0% | -7% | · | · | -3% | · | · | -19% | -9
Cc1ccc(N2CC(O)=C(c3nc4ccccc4c(=O)[nH]3)C2=N)cc1C | -16% | 2% | -8% | -12% | ? | 6% | -10% | -49% | -6
COCCNC(=S)N(CCc1c(C)[nH]c2ccc(F)cc12)Cc1ccco1 | -5% | 33%[activator] | -2% | -3% | -10% | -18% | -4% | 17% | -2
CN(C)S(=O)(=O)c1cccc(COc2ccccc2C(=O)Nc2ccccc2)c1 | -16% | -5% | 15% | 33%[activator] | -10% | -12% | -5% | 15% | -6
CCN(CC(=O)Nc1ccc2c(c1)OCCO2)C(=O)c1cc(=O)[nH]c2ccccc12 | 2% | 3% | · | · | -22% | 5% | -2% | -13% | 1
Cc1ccc(NS(=O)(=O)c2c(C)[nH]c(=O)[nH]c2=O)cc1F | 6% | · | 17% | 3% | -16% | 6% | 2% | 21% | -3
Nc1nnnn1/N=C/c1ccccc1 | -15% | 36%[activator] | 46% | 1% | -17% | 14% | 4% | 26% | -5
